D3 ag = qHTS of D3 Dopamine Receptor Agonist: qHTS; D(3) dopamine receptor (Homo sapiens), P35462; D3R DiscoveRx beta-arrestin cells, luminescence, 90 min; max activation, %; hit rate 0.58% among 410,000; AID 652048, 2013; in the data active = max activation above about 30%; also: 0% is about no effect; mostly tested at two doses, the higher about 12 µM
Target sequence (P35462 whole entry, looked up): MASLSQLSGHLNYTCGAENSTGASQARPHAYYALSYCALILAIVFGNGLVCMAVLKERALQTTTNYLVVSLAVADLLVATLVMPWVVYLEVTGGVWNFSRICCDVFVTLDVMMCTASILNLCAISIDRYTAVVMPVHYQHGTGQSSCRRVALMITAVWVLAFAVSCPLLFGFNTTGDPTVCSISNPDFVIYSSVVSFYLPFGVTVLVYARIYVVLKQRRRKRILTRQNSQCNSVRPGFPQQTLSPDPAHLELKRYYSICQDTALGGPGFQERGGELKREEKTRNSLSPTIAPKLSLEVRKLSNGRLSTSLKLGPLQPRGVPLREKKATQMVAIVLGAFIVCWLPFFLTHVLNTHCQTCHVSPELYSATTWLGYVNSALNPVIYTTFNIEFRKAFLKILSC
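Agonist-mode cell screen: cells plated at 1500/well and incubated overnight at 37 °C, then exposed to library compounds for 90 min at 37 °C. Detection reagent was added for 30–60 min at room temperature, and luminescence was read.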
GLP1R cytotox = qHTS of GLP-1 Receptor Inverse Agonists: Cytotox Screen; HEK293 cAMP-luciferase reporter cells, luminescence, 24 h; Potency, µM (highest dose often 38.3 µM), without a hit: at the top dose activity change, negative = inhibition, most hits filed as inhibitors; hit rate 0.13% among 410,000; active = well fitted inhibition curve with a large enough effect; inconclusive = small, poorly fitted or top-dose-only effect, or another doubt; inactive = no such curve, though single readings can be large or run the other way;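 also: loss of luciferase light is scored as toxicity; potency is read from the fitted curve at half-maximal effect; % is scaled to controls: 0 for no effect and ±100 for the full control effect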
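MLSMR compounds, 24 hr on cells at 37 deg C/5% CO2; luminescence after luciferase reagent (12 min RT). Inhibition counted as the undesired cytotoxic outcome.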
* marks the source's active call; other numbers are inactive results; ? = inconclusive; [ ] = another dose, or the depositor's remark.

entry | compound | D3 ag | GLP1R cytotox
1 | CN(C)c1ccc(C(=O)Nc2ccc(-c3nc4ccccc4o3)cc2)cc1 | 3 | -7%
2 | O=C(CSc1nccn1Cc1ccco1)Nc1ccc(OC(F)(F)F)cc1 | -13 | 19%
3 | O=C(Nc1ccc2nc(SCC(=O)N3CCOCC3)sc2c1)c1ccccc1Cl | 0 | -20%
4 | CCOC(=O)c1ccc(N2CCN(c3cccc(Cl)c3)CC2)c(NC(=O)Nc2ccc(OC)cc2OC)c1 | -9 | 5%
5 | CCc1nn(CC(=O)N2CCN(c3cccc(Cl)c3)CC2)c(=O)c2cc3sccc3n12 | -20 | -7%
6 | CCc1ccc(CNC(=O)CCc2c(C)nn(-c3ccc(N4CCCCC4)nn3)c2C)cc1 | -7 | 0%
7 | CCCCOc1cccc(C(=O)N(Cc2sccc2C)C2CCS(=O)(=O)C2)c1 (configuration not stated) | 2 | 1%
8 | O=C(Nc1cc2c(cc1C(=O)c1ccccc1Cl)OCCO2)c1ccccc1 | 7 | 1%
9 | O=C(Cn1c(=O)nc(-c2ccccc2F)c2cc(Cl)ccc21)N1CCN(c2ccccc2F)CC1 | -12 | 2%
10 | Cc1ccc(OCc2cc(=O)n3cc(C)sc3n2)c(NC(=O)c2ccco2)c1 | -1 | -7%
11 | CCOC(=O)N1CCc2c(sc3c2c(=O)n(-c2ccc(CC)cc2)c(=O)n3CC(=O)c2ccc(F)cc2)C1 | 6 | -7%
12 | COc1ccc(C(=O)N(Cc2ccco2)Cc2ccc(C)o2)cc1 | 6 | -15%

Additional records:
entry | compound | D3 ag | GLP1R cytotox
13 | CCOC(=O)CCN(c1ccccc1)S(=O)(=O)c1cc(-c2cc(C)no2)ccc1C | -2 | -15%
14 | COc1ccc(-n2cc(-c3ccccc3)c3c(NCc4cccc(Cl)c4)ncnc32)cc1 | -8 | -4%
15 | CCOc1ccc(NC(=O)c2c(NCc3sccc3C)sc3c2CCCCC3)cc1 | -19 | -1%
16 | Cc1ccc(-n2c(SCC(=O)N3CCC(C)CC3)nc3c([nH]c4ccccc43)c2=O)cc1 | -19 | -7%
17 | Cc1ccc(NC(=O)Nc2ccc3c(c2)N(C)C(=O)c2ccccc2S3)c(C)c1 | -19 | -7%
18 | Cc1cccc(NC(=O)C2CCN(c3nnc(C)c4c(C)n(-c5ccccc5)nc34)CC2)c1C | 5 | 2%
19 | Cc1ccc2nc(N(Cc3cccnc3)C(=O)C3COc4ccccc4O3)sc2c1 (configuration not stated) | 0 | -10%
20 | CCOc1ccc(Nc2oc(/C=C/c3cc(OC)c(OC)c(OC)c3)nc2C#N)cc1 | 12 | 59%[activator]
21 | O=C(Cn1c(SCc2cccc(F)c2)nc2cccnc21)Nc1ccc(F)c(Cl)c1 | 2 | -6%
22 | CC(C)c1nc2ccc(C(=O)NCc3ccc(N(C)C)cc3)cc2o1 | 2 | 5%
23 | Cc1oc2c(C)c3oc(=O)c(CCC(=O)N4CCCCC4)c(C)c3cc2c1C | 6 | 0%
24 | CCCCOc1ccc(CNC(=O)c2cnc3sc(N4CCOCC4)nn3c2=O)cc1 | 3 | 6%

(more compounds)
entry | compound | D3 ag | GLP1R cytotox
25 | Cc1ccc(-n2cc(-c3ccccc3)c3c(N4CCCCC4)ncnc32)cc1 | 5 | -4%
26 | CCOC(=O)c1ccc(CN(Cc2ccc(F)cc2)S(=O)(=O)c2cc(C(=O)Nc3ccccc3CC)ccc2F)cc1 | 0 | 1%
27 | Cn1cc(S(=O)(=O)N2CCCCC2)cc1C(=O)NCc1ccc(Cl)cc1 | -1 | 7%
28 | CC(C)c1nn2c(=O)cc(COC(=O)c3ccccc3NC(=O)c3cccs3)nc2s1 | 12 | 9%
29 | Cc1ccc2c(c1)N(C(=O)C1CCN(S(=O)(=O)c3c(C)noc3/C=C/c3ccccc3F)CC1)CCO2 | 1 | -1%
30 | Cn1cnc(S(=O)(=O)N2CCC(C(=O)NCc3ccccc3Cl)CC2)c1 | -6 | 4%
31 | COCCCn1c(=O)c2sccc2n2c(CCCC(=O)Nc3cccc(OC)c3)nnc12 | 15 | -18%
32 | O=C(NCCc1ccc(Cl)cc1)c1ccc2c(c1)N(Cc1ccc(F)cc1)C(=O)CS2 | -6 | -11%
33 | Cc1nc(N2CCOCC2)c2c(C(=O)N3CCN(c4cccc(C(F)(F)F)c4)CC3)c(C)oc2n1 | -4 | -1%
34 | Cc1cc(OCC(=O)Nc2cc(-c3nc4ncccc4o3)ccc2C)ccc1Cl | 5 | 1%
35 | CCOc1cc(-c2ccc(OC(=O)c3ccccc3Cl)c(OC)c2)cc(=O)c2c(C)oc(C)c12 | 12 | 3%
36 | Cc1ccc(NC(=O)c2ccc(CN3CC(=O)N4CCCCC4C3=O)cc2)c(Cl)c1 (configuration not stated) | -3 | -8%

More structures follow:
entry | compound | D3 ag | GLP1R cytotox
37 | COCCCNS(=O)(=O)c1cc(-c2onc(C)c2C)ccc1OC | 9 | -10%
38 | CC(NC(=O)c1cc(Sc2ccc(F)cc2F)nc2ccccc12)c1ccccc1 (configuration not stated) | -2 | 1%
39 | COC(=O)c1ccccc1NS(=O)(=O)c1cc2c(cc1C)N(C)CCO2 | -21 | 8%
40 | Cc1c(CCNC(=O)c2ccco2)sc2nc(-c3ccc(F)cc3)nn12 | 7 | -12%
41 | CC(C)Cc1nn2c(=O)cc(COC(=O)c3ccc(NC(=O)C4CCCCC4)cc3)nc2s1 | -11 | 8%
42 | CCCSc1ncc(Cl)c(C(=O)Nc2c(C(=O)Nc3ccc(OC)cc3)oc3ccccc23)n1 | 8 | 7%
43 | O=C(CCSCc1cnn(-c2ccccc2)c1-n1cccc1)NCc1ccccc1F | 11 | -3%
44 | COc1ccc(OC)c(NC(=O)CSC2=Nc3ccccc3C3=NC(CC(=O)NCc4ccc(F)cc4)C(=O)N23)c1 (configuration not stated) | 0 | -14%
45 | COc1ccc2cc(-c3nc(-c4ccc(N(C)C)cc4)no3)c(=O)oc2c1 | -5 | 2%
46 | CCOc1ccc(C2C(=O)N(C3CCCCC3)CC(=O)N2Cc2ccc(F)cc2)cc1OC (configuration not stated) | -10 | 0%
47 | Cc1ccc(C)c(CN2C(=O)c3ccccc3S(=O)(=O)c3ccc(C(=O)N4CCN(c5ccccc5F)CC4)cc32)c1 | 8 | -4%
48 | CCCCN(Cc1cccs1)S(=O)(=O)c1cc(-c2cc(C)no2)ccc1C | -4 | -1%

(cont.)
entry | compound | D3 ag | GLP1R cytotox
49 | COc1ccc(-n2nc(C(=O)N3CCCC(C)C3)c3c4ccccc4n(C)c3c2=O)cc1Cl (configuration not stated) | 1 | 1%
50 | CC(C)Oc1ccc(CNC(=O)c2ccc3nc(C(C)C)oc3c2)cc1 | 9 | 4%
51 | CCOc1cc(C(=O)Nc2ccc(-c3cn4cccnc4n3)cc2)cc(OCC)c1OCC | 2 | -13%
52 | CCOC(=O)C1CCN(C(=O)Cn2ncc3c4ccccc4n(Cc4ccccc4)c3c2=O)CC1 | -12 | 5%
53 | CCN(Cc1ccccc1)C(=O)C1CCN(S(=O)(=O)c2c(C)noc2/C=C/c2ccc(C)cc2)CC1 | -4 | 3%
54 | COc1ccc(-c2nc(CCNC(=O)c3cccs3)cs2)cc1OC | -7 | 2%
55 | Fc1ccc(-n2cc(-c3ccccc3)c3c(NC4CCCCC4)ncnc32)cc1 | -4 | 14%
56 | Cc1cccc(N2CCN(C(=O)C3CCN(C(=O)c4cc5sccc5n4C)CC3)CC2C)c1 (configuration not stated) | 11 | ?
57 | Cc1ccc2nc(-c3ccc(NC(=O)COc4ccc(Cl)c(C)c4)cc3)sc2c1 | 61* | 1%
58 | CCOC(=O)c1ccccc1NC(=O)NC(C)c1c(-n2cccc2)sc(C)c1C (configuration not stated) | 2 | 2%
59 | CC1C(=O)Nc2ccc(S(=O)(=O)NCc3ccc(N(C)C)cc3)cc2NC1=O (configuration not stated) | -19 | 1%
60 | COc1cccc(NC(=O)Cn2nc(C)c3c(C)n(-c4ccccc4)nc3c2=O)c1 | 6 | -2%

Following part:
entry | compound | D3 ag | GLP1R cytotox
61 | COc1cccc(Cn2c(=O)n(Cc3ccco3)c(=O)c3oc4ccccc4c32)c1 | -13 | -5%
62 | COc1ccc(NC(=O)C(=O)NCC2(c3ccccc3)CCCC2)c(OC)c1 | 2 | 3%
63 | COc1ccc(N2CCN(Cc3nc4c(c(=O)[nH]c(=O)n4C)n3Cc3ccccc3)CC2)cc1 | -13 | -3%
64 | CCOC(=O)c1ccc(-c2ccc(/C=C(\C#N)c3nc4ccc(C)cc4[nH]3)o2)cc1 | -10 | 44%[activator]
65 | COc1ccc(Nc2ncnc3c2c(-c2ccccc2)cn3-c2ccc(C)c(Cl)c2)cc1OC | 5 | -5%
66 | Cc1ccc(NC(=O)Cn2cc(C(=O)c3ccco3)c3ccccc32)c(C)c1 | -6 | -7%
67 | Cc1c(C(=O)N2CCCC2)oc2c1-c1nn(CC(=O)NCc3cccc(F)c3)cc1CC2 | 15 | -2%
68 | COc1ccc(CCC(=O)NCc2nc3cccnc3n2Cc2cccc(OC)c2)cc1 | -6 | -3%
69 | Cc1ccc(NC(=O)CCn2c(=O)c3cccn3c3ccccc32)c(Cl)c1 | -2 | -8%
70 | COC(=O)CC1c2cc(OC)c(OC)cc2CCN1C(=O)Nc1ccc(C)cc1Cl (configuration not stated) | -21 | -4%
71 | CC(=O)C1=C(c2ccc(C)c(C)c2)N(C(C)=O)n2c(nnc2-c2ccc(Cl)cc2)S1 | -15 | 8%
72 | COc1ccccc1-c1nc2c(c(SCC(=O)Nc3ccc(C)c(C)c3)n1)Cc1c(CO)cnc(C)c1O2 | 4 | -7%

A different layout for part of the listing above:
46: CCOc1ccc(C2C(=O)N(C3CCCCC3)CC(=O)N2Cc2ccc(F)cc2)cc1OC (configuration not stated)
  D3 ag: -10 | GLP1R cytotox: 0%

18: Cc1cccc(NC(=O)C2CCN(c3nnc(C)c4c(C)n(-c5ccccc5)nc34)CC2)c1C
  D3 ag: 5 | GLP1R cytotox: 2%

38: CC(NC(=O)c1cc(Sc2ccc(F)cc2F)nc2ccccc12)c1ccccc1 (configuration not stated)
  D3 ag: -2 | GLP1R cytotox: 1%

57: Cc1ccc2nc(-c3ccc(NC(=O)COc4ccc(Cl)c(C)c4)cc3)sc2c1
  D3 ag: 61* | GLP1R cytotox: 1%

The results go on.
entry | compound | D3 ag | GLP1R cytotox
73 | CC(C)CN(CCNC(=O)CCN1N=C(c2ccccc2)CCC1=O)CC(C)C | -1 | -3%
74 | CCOC(=O)c1ccc(N2CCN(c3ccccc3OC)CC2)c(NC(=O)Nc2ccc(CC)cc2)c1 | 4 | -5%
75 | Cc1ccc(Nc2cc(C)nc(-n3nc(C)cc3C)n2)cc1 | -10 | ?
76 | COc1cc(C(=O)n2nc(C)c(Sc3ccc(Cl)cc3)c2C)cc(OC)c1OC | 5 | 1%
77 | Cc1ccccc1NC(=O)Cn1c(=O)n(CCCCCC(=O)NCc2ccc3c(c2)OCO3)c(=O)c2sccc21 | -8 | 3%
78 | CCc1ccc(CNC(=O)CCc2c(C)nn(-c3ccc(N4CCCC4)nn3)c2C)cc1 | 9 | -4%
79 | Cc1cccc(C(=O)N2CCc3cc(CNS(=O)(=O)c4ccc(Cl)s4)ccc32)c1 | 7 | -3%
80 | CSc1ccc(CNC(=O)c2cc3cc(S(=O)(=O)N4CCCCC4)ccc3n2C)cc1 | 8 | -1%
81 | Cc1cccc(N2C(=O)C(CC(=O)Nc3cccc(F)c3)N(Cc3cccs3)C2=O)c1 (configuration not stated) | 2 | -11%
82 | CCNc1nc2c(c(=O)[nH]c(=O)n2C)n1CC(O)COc1ccc(Cl)cc1Cl (configuration not stated) | -11 | ?
83 | CC(Oc1ccccc1F)C(=O)N1CCC(c2nc3ccccc3o2)CC1 (configuration not stated) | 3 | -1%
84 | Cc1cc(C)c2c(c1)c(C)cc1nnc(SCC(=O)c3ccccc3)n12 | 3 | 0%

(cont.)
entry | compound | D3 ag | GLP1R cytotox
85 | COc1ccc(/C=C\c2onc(C)c2S(=O)(=O)N2CCC(C(=O)Nc3cccc(C)c3C)CC2)cc1 | 6 | 5%
86 | COc1ccccc1Cc1nc2ccccc2nc1SCC(=O)Nc1cc(Cl)ccc1OC | -4 | 0%
87 | Cc1cccc(-c2nc3c4ccccc4nc(NCCc4ccccc4)n3n2)c1 | -7 | 6%
88 | CCOc1ccc(C2C(=O)N(C3CCCCC3)CC(=O)N2CCC2=CCCCC2)cc1OC (configuration not stated) | -4 | -11%
89 | CCn1c2ccccc2c2cc(CN3CCN(Cc4ccccc4C)CC3)ccc21 | -18 | 1%
90 | Cn1cc(CCCC(=O)NCc2ccccc2Cl)c2ccccc21 | 9 | 0%
91 | CCOc1ccc(NC(=O)CC2C(=O)N(c3ccc(Cl)cc3)C(=O)N2Cc2cccs2)cc1 (configuration not stated) | 18 | 1%
92 | COc1ccc(CCNC(=O)c2ccc3c(c2)N(Cc2ccccc2C)C(=O)c2ccccc2S3)cc1OC | -1 | -13%
93 | O=C(Nc1ccc(F)c(F)c1)c1cc(S(=O)(=O)NC2CCCCCC2)ccc1F | -23 | -10%
94 | Cc1cccc(OCC(=O)NCC2(N3CCN(C)CC3)CCCCC2)c1C | -21 | 0%
95 | CC(Sc1nc2c([nH]c3ccccc32)c(=O)n1-c1ccccc1)c1ccccc1 (configuration not stated) | -13 | 1%
96 | CCOC(=O)c1ccccc1NC(=O)c1sc2nc(-c3ccc(F)cc3)cn2c1C | 7 | 1%
97 | CC(=O)N1CCOc2cc(S(=O)(=O)Nc3c(C)cccc3C(C)C)c(Cl)cc21 | 2 | -10%

From PubChem BioAssay

An excerpt; the hit share may differ from the screen's.
